# S100A4 inh HTS = S100A4-myosin IIA interaction inhibition. inhibition, % at 10.7 µM. S100A4/TAMRA-MyoIIA peptide fluorescence polarization. P26447. 360,000 compounds, 0.14% hits;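 active = mean inhibition of at least 70% across replicates, with every replicate also reaching that level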
# Target sequence (P26447 whole entry, looked up): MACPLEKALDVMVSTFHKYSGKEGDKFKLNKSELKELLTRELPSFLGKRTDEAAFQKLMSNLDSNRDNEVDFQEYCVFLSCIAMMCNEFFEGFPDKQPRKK
#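 Test system – S100A4 monomer (human) · Compound – single-point compound testing · Schedule – 5 min incubation before reading · Probe or stimulus – TAMRA-labelled myosin IIA heavy-chain peptide probe, 5 nM · Benchmarks – neutral control DMSO, positive control TFP · Medium – Calcium-containing HEPES buffer, pH 7.2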
# E-selectin induc = E-selectin induction on HUVECs. AID 686992. activation, % at 7.58 µM. 260,000 compounds, 0.37% hits. HUVEC E-selectin immunofluorescence imaging; normalized: neutral wells 0, TNF-alpha wells 100;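 active = mean E-selectin-positive cell signal at least 10% of the positive control, reached in at least 60% of replicates, without over 20% cell loss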;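 also: in these data hits start at about 27%; measured in HUVEC primary endothelial cells; signal is the percent of cells scored E-selectin positive by PE staining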
#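 Read-out: % PE-positive cells | Test system: HUVEC | Doses: One compound dose added by pin transfer | Buffer or medium: EGM-2 over gelatin coat | Signal: Immunofluorescence imaging | Benchmarks: TNF-alpha, DMSO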
# FN deposit inh = fibronectin deposition inhibition; AH1F fibroblasts, Alexa488-fibronectin deposition fluorescence, overnight; inhibition, % at 12.6 µM; 350,000 compounds, 0.086% hits;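 active = mean inhibition across replicates of 30% or more, regardless of how many single replicates reach that level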;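 also: positive control wells lacked labelled fibronectin entirely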
#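 Material: AH1F fibroblasts assembling fluorescent fibronectin matrix; amount: 10000 AH1F cells/well; medium: DMEM, 2% serum; reagent: Alexa488-fibronectin, 24 nM final in well; dosing: single compound dose, delivered by pin transfer; incubation: 1 h adhesion, overnight exposure; detection: fluorescence after three HBSS washes, excitation 485 nm, emission 525 nm; measure: fibronectin deposition inhibition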
# RAD54 branch = inhibitors of human RAD54 branch migration; AID 602329; RAD54 Holliday junction branch migration, FAM/BHQ fluorescence; 360,000 compounds, 0.14% hits; inhibition, % at 10.4 µM; Q92698;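 active = mean normalized replicate activity at least 40 and at least half of replicates scoring 40 or more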;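 also: 0% = median of neutral control wells and 100% = median of positive control wells; inhibitors cause a drop in the FAM fluorescence signal; in these data hits start at about 50%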
# Target sequence (Q92698 whole entry, looked up): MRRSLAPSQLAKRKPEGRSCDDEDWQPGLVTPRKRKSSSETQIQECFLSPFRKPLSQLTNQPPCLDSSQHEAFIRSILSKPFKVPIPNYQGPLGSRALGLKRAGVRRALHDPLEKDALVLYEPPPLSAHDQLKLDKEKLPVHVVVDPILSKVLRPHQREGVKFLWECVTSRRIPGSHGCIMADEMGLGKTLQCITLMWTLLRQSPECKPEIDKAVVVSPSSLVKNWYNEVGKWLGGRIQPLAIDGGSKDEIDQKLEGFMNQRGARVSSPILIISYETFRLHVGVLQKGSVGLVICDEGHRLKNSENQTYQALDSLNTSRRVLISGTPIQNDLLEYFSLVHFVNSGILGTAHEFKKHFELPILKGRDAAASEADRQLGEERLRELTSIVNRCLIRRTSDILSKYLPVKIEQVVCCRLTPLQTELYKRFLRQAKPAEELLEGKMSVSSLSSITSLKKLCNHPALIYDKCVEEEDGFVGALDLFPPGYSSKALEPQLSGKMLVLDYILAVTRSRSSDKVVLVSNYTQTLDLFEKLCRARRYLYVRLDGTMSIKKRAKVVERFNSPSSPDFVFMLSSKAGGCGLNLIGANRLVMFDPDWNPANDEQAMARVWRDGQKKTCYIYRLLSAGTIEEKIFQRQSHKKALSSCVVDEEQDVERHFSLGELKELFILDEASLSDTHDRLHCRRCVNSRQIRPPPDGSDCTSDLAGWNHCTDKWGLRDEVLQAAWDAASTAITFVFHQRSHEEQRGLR
# XiGFP reactiv = X-chromosome reactivation activator. activation, % at 7.58 µM. 360,000 compounds, 0.055% hits. XiGFP mouse fibroblasts, % GFP-positive cells imaging, 3 d; cells co-treated with 5-aza-dC sensitizer; scaled so ellipticine positive control = 100%;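 active = mean normalized replicate activation at least 10% and every replicate at or above 10%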;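 also: 0% = median of on-plate neutral control wells and 100% = ellipticine 6 µM median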
#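 System: 68-5-11 XiGFP fibroblast line | Buffer or medium: DMEM containing 5-aza-dC | Compound: Single point | Times: Compounds 3 days, fix/stain 15 min at room temperature | Benchmarks: Positive control ellipticine, 6 µM final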
# EWS-Fli block = blocks EWS/Fli oncoprotein-driven transcription; A673 NR0B1-luciferase reporter, viability-normalised; inhibition, % at 12.6 µM; 350,000 compounds, 0.67% hits;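 active = mean inhibition of at least 50% after viability correction, with every replicate also passing that limit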;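 also: firefly luciferase signal divided by Alamar Blue viability fluorescence both relative to DMSO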
# esBAF inh = inhibitors of esBAF chromatin remodeling in mouse ES cells; reporter increase, % at 12.5 µM; 350,000 compounds, 2% hits; Bmi1-luciferase knock-in reporter, 24 h; 100% = twice the neutral-well signal; in the data active = activation above about 40%;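 also: 0% = median of the plate's neutral control wells and 100% = double that signal; a rise in the Bmi1 reporter signal indicates esBAF inhibition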
# RAD52 inh = blocks human RAD52 DNA annealing. recombinant RAD52 DNA annealing, FRET fluorescence. P43351. inhibition, % at 18.7 µM. 360,000 compounds, 0.46% hits;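 active = every replicate showing at least 50% inhibition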
# Active calls of the source: *; · = no result given; & = joins results of further samples.
SMILES	E-selectin induc	EWS-Fli block	FN deposit inh	RAD52 inh	esBAF inh	XiGFP reactiv	S100A4 inh HTS	RAD54 branch
CCC(/C=N/NC(=O)C(N)=O)CC	-0.1	5	-2	-13	-13	0.0	6	0
COc1cccc(S(=O)(=O)Nc2ccc3c(c2)[C@H]2C[C@@H](CC(=O)NCc4ccc(Cl)cc4)O[C@H](CO)[C@H]2O3)c1	-0.7	32	·	15	2	-0.1	-4	2
COc1ccc(NC(=O)CO/N=C(\C)c2cccs2)cc1	-0.1	2	4	-14	-8	-0.1	-1	9
CCCC(=O)Nc1nnc(SCC(=O)NCc2ccco2)s1	2.3	·	-5	·	·	-0.1	·	7
O=C(Cn1[nH]c(=O)c2ccccc2c1=O)Nc1cccnc1	0.4	-1	6	-4	·	0.3	4	·
CN1C(=O)c2cc(NC(=O)Nc3cccc(Cl)c3)ccc2OC[C@@H]2O[C@@H](CC(=O)O)CC[C@H]21	0.0	-16	9	0	2	0.3	2	0
CC(=O)Nc1nc(-c2ccccc2)nc(-c2ccccc2OC(C)=O)n1	·	9	·	-7	3	·	2	-14
O=C(NCc1ccccc1)c1cnc(Cc2c[nH]c3ccccc23)c(I)c1	-1.6	7	5	-18	5	0.0	8	9
CN(C)c1ccc(C2N(c3ccc(F)cc3)C(=O)C3CCCN32)cc1 (stereo not given)	-0.1	-1	6	-53	1	0.3	-4	-4
Cc1nc2ccccc2n1C(c1cccnc1)c1nc2ccccc2[nH]1 (stereo not given)	-0.2	-27	3	-14	·	0.1	-1	·
O=C(NCc1ccccc1CN1CCCC1)c1ccc(Cl)c(S(=O)(=O)N2CCCC2)c1	0.9	-6	·	-6	-5	0.0	-2	3
COc1ccc(CCNC(=O)CSc2nc3ncccc3[nH]2)c(OC)c1	·	·	0	-11	2	0.0	-7	2
CCOC(=O)C(C)/C(C)=N/NC(N)=S (stereo not given)	·	·	-45	·	-3	0.4	·	11
CCN(CC)S(=O)(=O)c1ccc(N2CCCC2)c(NC(=O)c2ccccc2OC)c1	·	-7	1	-9	·	-0.7	-4	7
COc1ccc(NC(=O)C(Sc2ccccc2)c2ccccc2)c(OC)c1 (stereo not given)	-0.2	·	1	·	-4	0.1	·	-1
C/C=C/c1cnc2c(c1)C(=O)N([C@H](C)CO)C[C@H](C)[C@H](CN(C)C(=O)Cc1ccccn1)O2	-0.2	-12	·	9	-2	-1.3	1	-1
C[C@@H]1CN([C@H](C)CO)C(=O)c2cc(NS(=O)(=O)c3ccccc3)ccc2O[C@@H](C)CCCCO[C@H]1CN(C)C(=O)Nc1ccc2c(c1)OCO2	1.2	-4	3	-3	-1	0.1	8	-11
CN1C(=O)c2cc(NC(=O)Nc3ccccc3F)ccc2OC[C@@H]2O[C@H](CC(=O)O)CC[C@@H]21	0.0	1	-4	·	1	0.1	·	4
O=C(Oc1ccc(Cl)cc1)N1CCOCC1	·	-11	2	-16	16	0.2	-3	-2
C[C@H]1CN([C@@H](C)CO)C(=O)Cc2cc(NC(=O)C3CCCCC3)ccc2O[C@H]1CN(C)C(=O)Nc1ccccc1	-0.5	0	·	8	4	0.1	11	2

# More structures.
SMILES	E-selectin induc	EWS-Fli block	FN deposit inh	RAD52 inh	esBAF inh	XiGFP reactiv	S100A4 inh HTS	RAD54 branch
COc1ccccc1NS(=O)(=O)c1ccc(-c2cnc(C3CC3)o2)cc1	0.2	·	19	-20	2	0.0	-1	2
Cc1ccc(C(=O)NNC(=O)c2ccncc2)cc1C	0.1	7	2	-26	0	0.3	2	-1
CN(C)C1CCCCC=CC(=O)NC1 (stereo not given)	-0.2	-3	-20	-6	0	-0.1	2	-3
O=S(=O)(Nc1nc(SCc2ccc(Cl)cc2)n[nH]1)c1ccc(F)cc1	·	-2	-5	-16	·	0.0	-9	-2
Cc1ccccc1NC(=O)NC1(C(=O)NCC2CCCO2)CCCCC1 (stereo not given)	-0.2	2	-2	-3	2	0.0	-3	-5
CC(C)C[C@H]1CNC(=S)N1C[C@H]1CCCN1C[C@H](CC(C)C)N1C[C@H](Cc2ccc(O)cc2)N(CC2CCCCCC2)C1=S	-1.5	-2	·	-8	0	0.3	1	-1
COCC#Cc1cnc2c(c1)C(=O)N([C@H](C)CO)C[C@@H](C)[C@H](CN(C)C(=O)c1cccnc1)O2	0.0	-11	4	-7	-3	-0.3	-15	1
OCCNc1nc2ccccc2n1CC(O)c1ccccc1 (stereo not given)	2.0	-5	19	-7	·	-0.3	9	·
CN(c1cccc(F)c1)c1cc2c(c3c1ccn3C)C1CCC2C1 (stereo not given)	-0.2	-3	-18	-14	5	-0.2	-1	-11
CCN(CC)CCCN1C(=O)CSC1c1ccc([N+](=O)[O-])cc1 (stereo not given)	·	2	3	-8	·	0.0	11	·
CC(Sc1nnc(N)s1)C(=O)c1c(N)n(C)c(=O)n(C)c1=O (stereo not given)	-0.9	-2	3	-6	-1	0.0	-1	3
Cc1cccc(NS(=O)(=O)c2cc3c4c(c2)CCC(=O)N4CCC3)c1	-2.4	9	-2	-4	8	-0.2	-3	·
Cc1cc(C)cc(NC(=O)CSc2ccc(-c3cccs3)nn2)c1	0.0	-9	8	-32	·	0.0	11	-1
C[C@H](CO)N1C[C@H](C)[C@@H](CN(C)S(=O)(=O)c2cn(C)cn2)Oc2c(cccc2N(C)C)C1=O	0.0	1	6	4	-2	-0.6	7	4
COc1ccc(Cn2cc(Cn3c4ccccc4c(=O)n3C(C)C)nn2)cc1	-0.1	-19	4	-2	2	-0.1	-3	4
C[C@@H]1CN([C@@H](C)CO)C(=O)c2cc(NC(=O)Cc3ccccc3)ccc2O[C@@H](C)CCCCO[C@H]1CN(C)C(=O)C1CCCCC1	-0.3	1	·	-8	2	0.0	1	1
Cc1cc(C)c2nc(SCC(=O)N(C)C3CCS(=O)(=O)C3)cc(C)c2c1 (stereo not given)	·	-18	6	-10	-1	0.0	-1	·
C[C@@H]1CN([C@H](C)CO)C(=O)c2cccc(NC(=O)c3ccc(-c4nccs4)cc3)c2O[C@H]1CN(C)C(=O)Nc1cccc2ccccc12	·	7	-4	9	-1	-0.4	0	0
O=C(c1cccc(F)c1)N1C[C@@H]2[C@H](c3ccccc31)[C@@H](CO)N2C(=O)Cc1ccccc1	-0.1	2	·	2	-5	0.0	0	5
COc1cccc(CNCC(O)COc2ccc(C(=O)c3ccccc3)cc2)c1 (stereo not given)	0.5	6	7	-7	4	0.5	3	-7

# More structures follow.
SMILES	E-selectin induc	EWS-Fli block	FN deposit inh	RAD52 inh	esBAF inh	XiGFP reactiv	S100A4 inh HTS	RAD54 branch
NC(=Nc1ccccc1)Nc1ccccc1	0.1	1	-7	-4&-11	-3	0.0	-21&10	7
C/C(=N\O)C(=O)C(CN1CCCCC1)CN1CCCCC1	·	-3	·	-18	-6	·	4	-3
O=C(COc1ccc(C(=S)N2CCC(Cc3ccccc3)CC2)cc1)N1CCOCC1	·	0	·	-10	-11	0.1	4	2
CCOc1cccc2sc(N(CCN(CC)CC)C(=O)c3cccc([N+](=O)[O-])c3)nc12	0.1	18	-2	2	·	-0.1	3	·
CC(C(=O)Nc1cccc(S(=O)(=O)N2CCOCC2)c1)N1CCN(c2ccc(F)cc2)CC1 (stereo not given)	·	4	-8	-11	·	0.0	-2	·
CC(C(=O)c1ccc(Br)cc1)[n+]1cccc(NC(=O)c2ccccc2)c1 (stereo not given)	·	1	-1	-2	·	0.0	19	·
CCN(CC)CCCn1c2c(c(SCC(=O)N3CCc4ccccc43)nc1=O)CCC2	·	-2	-1	-2	1	0.7	-6	9
Cc1ccccc1COc1ccc(-c2nnn(CC(=O)O)n2)cc1	·	8	6	-23	6	0.1	-4	3
COCC#Cc1ccc2c(c1)O[C@@H](CN(C)C(=O)C1CCC1)[C@@H](C)CN([C@H](C)CO)S2(=O)=O	0.4	-7	·	4	5	1.8	-2	-1
C=CCn1c(SCc2nc3sc(C(=O)O)c(C)c3c(=O)[nH]2)nnc1-c1ccc(F)cc1	·	-7	-5	-59	·	0.1	0	·
CSc1ccc(CN(C)Cc2nc3ccccc3c(=O)[nH]2)cc1	4.1	2	4	-3	6	0.0	-1	·
Cc1ccc(CC(SCc2ccccc2)C(=O)O)cc1C (stereo not given)	0.2	-6	11	-6	5	0.0	-1	-10
Cc1noc(C)c1S(=O)(=O)Nc1cccc2c1O[C@@H](CN(C)C(=O)Nc1ccc3c(c1)OCO3)[C@@H](C)CN([C@@H](C)CO)C2=O	-0.1	-9	-9	-15	-3	-1.2	2	-6
NC(=O)CC(NC(=O)Cc1cccc2ccccc12)c1ccc(NC2CCN(Cc3ccccc3)CC2)c([N+](=O)[O-])c1 (stereo not given)	0.1	4	14	-14	9	0.0	1	-5
O=C(c1cnn2cccnc12)N1CCN(Cc2ccc3c(c2)OCO3)CC1	·	·	-8	-11	-7	·	-1	7
C[C@H]1CN([C@@H](C)CO)C(=O)c2cc(NS(C)(=O)=O)ccc2O[C@H]1CN(C)CC1CC1	-0.2	0	·	-2	0	0.3	9	5
O=C(NCc1ccc(F)cc1)[C@@H]1[C@@H](CO)[C@@H]2Cn3c(cccc3=O)[C@@H]2N1CC1CC1	0.3	2	·	-15	1	0.0	-1	10
Cc1ccc(C)c(NC(=O)c2cc(-c3cc(C)cc(C)c3O)n[nH]2)c1	·	0	1	-11	4	0.2	-3	4
CN(C)c1nc2ccccc2n(C)c1=O	·	-2	3	-9	·	0.0	-1	·
COCCN(C(=O)COC(=O)CCc1ccc(OC)cc1)c1c(N)n(Cc2ccccc2)c(=O)[nH]c1=O	0.0	-1	0	-5	-2	-0.2	13	·

# Whole records as entered above. Order of screens: E-selectin induc, EWS-Fli block, FN deposit inh, RAD52 inh, esBAF inh, XiGFP reactiv, S100A4 inh HTS, RAD54 branch
# Cc1ccc(C)c(NC(=O)c2cc(-c3cc(C)cc(C)c3O)n[nH]2)c1 reads ·, 0, 1, -11, 4, 0.2, -3, 4
# CC(C(=O)c1ccc(Br)cc1)[n+]1cccc(NC(=O)c2ccccc2)c1 (stereo not given) reads ·, 1, -1, -2, ·, 0.0, 19, ·
# CCN(CC)CCCn1c2c(c(SCC(=O)N3CCc4ccccc43)nc1=O)CCC2 reads ·, -2, -1, -2, 1, 0.7, -6, 9
# CCOc1cccc2sc(N(CCN(CC)CC)C(=O)c3cccc([N+](=O)[O-])c3)nc12 reads 0.1, 18, -2, 2, ·, -0.1, 3, ·

# New compounds follow
SMILES	E-selectin induc	EWS-Fli block	FN deposit inh	RAD52 inh	esBAF inh	XiGFP reactiv	S100A4 inh HTS	RAD54 branch
CCCOc1ccc(C(=O)OCC(=O)c2c(N)n(C)c(=O)n(C)c2=O)cc1OCC	·	6	·	-6	·	0.0	3	·
CN1C(=O)Cc2cc(S(=O)(=O)N3CCN(c4cccc(Cl)c4)CC3)ccc21	·	·	-3	-1	-5	0.3	-2	22
CCCCNC(=O)O[C@@H]1C[C@H]2CCC(=O)N3CC[C@@H](C1)[C@@H]23	·	0	-7	0	-4	0.1	-2	-13
O=C(Nc1cccc([N+](=O)[O-])c1)C1C2/C=C\CCCCC21 (stereo not given)	0.3	-14	4	19	·	0.0	-2	·
O=C(C[C@@H]1CC[C@@H](NS(=O)(=O)c2ccc(F)cc2)[C@H](CO)O1)N1CCc2ccccc2C1	0.8	8	·	-6	8	-0.6	11	4

# Bioassay records from PubChem BioAssay.
